Screening results deposited in PubChem BioAssay by several laboratories.
NR1D1 modulator – Rev-erb alpha (human) modulation | P20393 | Rev-erbα–FITC-DNA binding, fluorescence polarization, 90 min | activity, % at 10 µM | actives 0.79% (n = 370,000) | AID 1259318;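 active = activity above about 14%, limit read from the data; passing the limit was not always enough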;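 note: 0% = DMSO wells with 35 nM protein and 100% = DMSO wells with 750 nM protein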
Target sequence (P20393 whole entry, looked up): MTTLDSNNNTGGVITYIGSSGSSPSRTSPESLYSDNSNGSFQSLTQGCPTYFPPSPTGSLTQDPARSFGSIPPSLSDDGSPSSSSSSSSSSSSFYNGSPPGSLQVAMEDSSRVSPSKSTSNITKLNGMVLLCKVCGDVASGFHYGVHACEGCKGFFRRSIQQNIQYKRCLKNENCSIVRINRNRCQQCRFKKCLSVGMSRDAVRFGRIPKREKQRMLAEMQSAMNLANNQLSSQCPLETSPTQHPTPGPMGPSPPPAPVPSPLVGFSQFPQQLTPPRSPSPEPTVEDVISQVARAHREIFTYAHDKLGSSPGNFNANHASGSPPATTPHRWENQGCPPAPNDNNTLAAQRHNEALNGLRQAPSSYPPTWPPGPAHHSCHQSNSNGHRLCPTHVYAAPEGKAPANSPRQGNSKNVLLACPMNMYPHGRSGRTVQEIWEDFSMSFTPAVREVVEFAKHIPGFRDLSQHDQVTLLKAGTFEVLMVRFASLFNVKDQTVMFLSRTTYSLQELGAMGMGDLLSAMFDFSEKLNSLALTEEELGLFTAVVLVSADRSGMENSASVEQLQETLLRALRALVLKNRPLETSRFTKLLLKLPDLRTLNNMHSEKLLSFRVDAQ
SMARCA2 activ – increases SMARCA2 function in MMTV reporter cells | MG213 cells, MMTV-luciferase reporter, dexamethasone, overnight | activation, % at 9.1 µM | actives 1% (n = 370,000); in the data active = activation above about 7.8%;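 note: 0% = vehicle wells and 100% = reference activator wells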
ssDAF-12 act – S. stercoralis DAF-12 activation, primary screen; HEK293 ssDAF-12/GRIP1 lit1-tk-luc reporter, luminescence; % of 3 µM dafachronic acid response; activation, % at 6.8 µM; actives 1% (n = 370,000); AID 652126;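 active = activation above the mean over all tested compounds plus 3 SD, cut at about 0.9% in these data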;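 note: 0% = DMSO-only wells and 100% = 3 µM delta7-dafachronic acid wells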
GAA850 FXN act – increases GAA850 frataxin promoter reporter activity; HEK293 lucGAA850 FXN promoter luciferase reporter, 24 h; percent of 10 µM SAHA response; activation, % at 6 µM; actives 0.56% (n = 360,000);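 active = activation above the average of all compounds screened plus 3 SD, cutoff fixed separately per campaign, cut at about 7.5% in these data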;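 note: 0% = DMSO wells and 100% = 10 µM SAHA wells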
DAX1 inh-1 – blocks DAX1 repression of SF-1 activated StAR promoter | HEK293T StAR-luciferase reporter, SF-1/DAX-1 repression relief | inhibition, % at 6.8 µM | actives 1.1% (n = 370,000) | AID 652010;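 active = inhibition above the mean over all tested compounds plus 3 SD, cut at about 3.6% in these data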;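 note: 0% = DAX-1 cells with DMSO and 100% = cells lacking DAX-1 with DMSO; higher inhibition means more luminescence from relief of DAX-1 repression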
PG9 Ab binder – binds the HIV-1 gp120 antibody PG9; AID 624416; TR-FRET gp120-PG9 antibody binding; inhibition, % at 6.7 µM; actives 0.43% (n = 360,000); in the data active = inhibition above about 8.5%
hgDAF-12 ag – activates the H. glycines DAF-12 receptor ligand-binding domain | HEK293 GAL4-hgDAF12 UAS-luciferase reporter, agonist luminescence; normalized to butyrate control | activation, % at 6.8 µM | actives 1.8% (n = 370,000) | AID 687014;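 active = activation above a cutoff set at the mean of all screened compounds plus 3 SD, cut at about 10% in these data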;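 note: 0% = DMSO wells and 100% = sodium butyrate wells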
DAX1 inh-2 – NR0B1 (DAX1) inhibition; HEK293 Gal4-DAX1 luciferase reporter, luminescence; inhibition, % at 6.75 µM; actives 0.99% (n = 340,000); AID 504766;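 active = inhibition above the mean over all tested compounds plus 3 SD, cut at about 4.2% in these data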;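 note: 0% = DAX1-transfected cells with DMSO and 100% = empty-vector control cells with DMSO; inhibition shows as a rise in luminescence from relieved DAX1 repression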
Target sequence (P51843 207-470 limits assumed): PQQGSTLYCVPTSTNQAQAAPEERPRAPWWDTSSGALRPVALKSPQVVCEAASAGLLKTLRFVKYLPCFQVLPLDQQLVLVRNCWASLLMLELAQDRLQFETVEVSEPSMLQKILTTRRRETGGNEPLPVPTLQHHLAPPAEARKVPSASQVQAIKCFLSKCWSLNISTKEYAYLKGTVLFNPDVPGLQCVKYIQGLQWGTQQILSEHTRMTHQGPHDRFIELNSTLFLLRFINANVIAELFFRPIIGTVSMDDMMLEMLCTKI
hcDAF-12 act – activators of H. contortus DAF-12 nuclear receptor | activation, % at 6.8 µM | AID 652067 | HEK293 hcDAF-12 lit1-tk-luc reporter, luminescence; 0% DMSO, 100% Δ7-dafachronic acid | actives 1.4% (n = 370,000);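 active = activation above the mean of all tested compounds plus 3 SD, cut at about 5.5% in these data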;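 note: 100% = response to 3 µM Δ7-dafachronic acid high control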
HGIII-sPLA2 inh – Inhibits HGIII-sPLA2 liposome hydrolysis, primary screen; Q9NZ20; QFRET BODIPY PC-A2 liposome hydrolysis, fluorescence; inhibition, % at 12.2 µM; actives 0.56% (n = 370,000); AID 743126;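 active = inhibition above mean plus 3 SD of compounds lying within the high and low control bounds, cut at about 19% in these data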;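 note: 0% = median of test compound wells and 100% = no enzyme DMSO wells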
PLCb3 inh – inhibitors of human phospholipase C beta3; inhibition, % at 12.2 µM; AID 720704; Q01970; Purified PLC-beta3, fluorogenic substrate, fluorescence; actives 0.18% (n = 370,000); in the data active = inhibition above about 11%;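 note: 0% = median of compound wells on plate and 100% = full blocker control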
* marks the source's active call; other numbers are inactive results; . = no result given. The order is random; about 7% have a hit in one of these screens.

SMILES	NR1D1 modulator	SMARCA2 activ	ssDAF-12 act	GAA850 FXN act	DAX1 inh-1	PG9 Ab binder	hgDAF-12 ag	DAX1 inh-2	hcDAF-12 act	HGIII-sPLA2 inh	PLCb3 inh
COc1ccccc1NC(=S)N1CCN(c2ncccn2)CC1	2	1	-0.9	3.9	0.1	1.6	-3.3	0.3	-0.9	-1	0
CCn1cc(C(=O)NCc2cccc(F)c2)c(=O)c2cc(F)c(N3CCN(C(=O)c4ccco4)CC3)cc21	-2	-2	-2.0	-3.4	-1.9	-2.6	-6.8	-3.4	-4.3	-39	-227
COc1ccc(CCCc2nnc(SCc3nc4ccccc4c(=O)[nH]3)n2C)cc1	-1	-4	-1.0	-1.0	0.0	-0.1	-2.6	-0.2	-0.2	1	-16
O=C1C=CC(=O)N1c1ccc2c(c1)C(NC(=O)C(F)(F)F)c1ccccc1-2 (stereo not drawn)	0	-3	0.5	6.2	1.4	-1.6	-4.1	0.3	1.2	19*	-4
COc1ccc(NC(=O)NCCN2CCc3ccccc3C2)cc1	2	1	-0.2	-0.6	0.2	-0.3	2.0	1.3	0.4	1	5
COc1ccccc1-n1cnnc1SCC(=O)Nc1cccc(S(N)(=O)=O)c1	0	-1	-1.1	-2.2	0.1	-1.5	-0.1	2.6	-1.6	-3	-1
C[C@@H]1C(=O)N2N=Cc3ccccc3[C@H]2N2N=Cc3ccccc3[C@@H]12	1	-3	-0.5	.	0.1	.	-1.5	.	1.9	2	0
CCC(C)(C)NC(=O)C(c1ccco1)N(C(=O)Cn1nnc2ccccc21)c1ccc2c(c1)OCO2 (stereo not drawn)	1	1	-1.7	-1.7	-0.3	0.6	-1.9	-0.1	-1.6	-14	2
CCN1CCN(C(CNS(=O)(=O)c2ccc(Br)cc2)c2cccnc2)CC1 (stereo not drawn)	0	-2	-0.6	0.9	-0.1	1.9	-3.9	0.7	-0.3	2	-9
Cc1cc(SCC(=O)N/N=C/c2ccccc2C(=O)O)c(C)cc1Br	3	-3	-1.0	2.2	-0.1	1.7	0.2	-0.8	-1.0	-2	-11
O=C(NNC(=O)c1ccc([N+](=O)[O-])cc1)c1ccc(F)cc1	-3	1	-1.0	0.3	0.0	0.3	-1.1	-1.3	1.1	9	-6
COc1ccc(CN2CC(=O)N(c3ccc(Cl)cc3)C2=S)cc1OC	-1	0	-1.3	3.0	-0.5	-2.9	-2.3	1.5	-1.8	-84	0
Cc1ccc(N(C)S(=O)(=O)c2cccc(C(=O)N(C)Cc3cnn(-c4ccccc4)c3)c2)cc1	-2	-1	-1.4	-0.8	-1.5	-1.3	-4.3	-1.8	-1.5	-1	0
CCOC(=O)c1ccccc1NC(=O)COC(=O)CCC(=O)N1CCOCC1	-5	3	-1.0	3.1	1.2	-2.3	0.6	-0.3	-0.5	2	-3
CCOC(=O)N[C@@H](Cc1cccnc1)C(=O)N1CCC[C@H]1C(=O)NCCc1ccccc1Cl	4	5	-0.4	.	-0.3	3.5	-0.6	.	2.5	4	5
O=C(N/N=C/c1ccc(Cl)cc1Cl)c1cccc(F)c1	-6	4	0.3	2.5	3.1	-1.2	15*	2.6	4.5	-1	-2
CCOc1ccc(NC(=O)C2CCCN2C(=O)NC2CCCCC2)cc1 (stereo not drawn)	6	-2	-0.6	0.7	-0.5	-0.8	-2.6	0.5	0.0	11	-9
O=C1CC(c2ccc3ccccc3c2)N=C2N(Cc3ccc4c(c3)OCO4)C/C(=C/c3ccccc3)N12 (stereo not drawn)	3	.	-2.0	.	.	.	0.2	.	0.9	-8	-9
COc1cc(-n2c(C)nc3cc(C(=O)N4CCOCC4)ccc32)cc(OC)c1OC	-8	1	-1.4	0.9	0.1	-1.3	-1.0	-0.5	-0.4	2	1
Cn1cc([N+](=O)[O-])c(C(=O)Nc2cc(Oc3ccccc3)cc([N+](=O)[O-])c2)n1	7	-6	-2.3	6.5	-2.2	-0.6	-9.5	-2.7	-3.9	-4	-1
Cc1ccccc1-n1c(-c2ccoc2C)n[nH]c1=S	-8	-1	1.3*	2.0	-0.2	1.0	1.7	-0.7	3.1	4	2
CCCNC(=O)CS(=O)Cc1nc(-c2cccc(OC)c2)oc1C (stereo not drawn)	-1	2	-1.1	0.0	0.8	-1.1	0.7	0.2	1.0	1	0
COc1ccc(CCN(C)c2ccc(C(N)=O)cc2[N+](=O)[O-])cc1OC	5	-1	-2.2	0.9	-0.9	-1.6	-3.8	-0.5	-2.6	-3	-2
Fc1ccc(-c2nn(-c3ccccc3)cc2CNCc2ccccc2)cc1	10	-1	-1.5	0.2	-0.2	-2.7	4.8	.	-0.7	-3	0
CNS(=O)(=O)c1cccc2nsnc12	1	0	-1.2	1.3	-0.1	0.1	-4.0	2.7	-2.0	-1	2
Cc1cccc(NC(=O)c2nnn(-c3cccc(C(F)(F)F)c3)c2N)c1	-1	1	-1.7	0.3	0.0	0.2	-1.5	-0.2	-3.6	-6	-3
Cc1c(NC(=O)c2ccc3c(c2)OCO3)cccc1-c1nc2ccccc2o1	0	-3	-1.7	-1.0	0.2	0.6	-0.3	-1.1	-2.8	-11	-2
C=CCSc1nc2c(c(=O)[nH]c(=O)n2C)n1CC	-4	1	-1.2	3.7	0.0	-2.7	-2.0	-1.0	-0.2	-2	2
CC(=O)Nc1cc(C(F)(F)F)ccc1Oc1cccc(Br)c1	6	-1	-1.3	1.0	-0.6	-0.8	-1.0	-0.1	-2.7	0	-9
Cn1c(Cn2cnc([N+](=O)[O-])n2)nnc1SCC(=O)Nc1cccc(Cl)c1	2	0	-0.3	-0.6	-0.3	0.4	-2.2	-0.1	-0.7	2	1
O=C(Cn1cc([N+](=O)[O-])cn1)N1CCN(Cc2ccc3c(c2)OCO3)CC1	-4	-4	-1.0	0.5	-0.3	-0.7	-2.0	-0.9	-0.4	-4	-6
Cc1ccc(S(=O)(=O)N2CCCc3ccccc32)cc1	3	-5	-1.0	1.4	0.0	2.1	-1.7	-0.3	-2.0	10	-2
O=C(NNC(=O)c1ccccc1Cl)c1ccc2c(c1)OCCO2	0	2	-0.4	5.8	2.0	1.9	8.3	0.3	0.3	7	-3
Cc1ccc(C(=O)Nc2ccc(C(=O)N/N=C/c3cccnc3)cc2)cc1	-3	0	-0.7	0.7	-0.7	-1.5	7.0	-3.5	-0.8	-10	-8
Cc1c(NC(=O)c2ccc(C(=O)Nc3c(C)n(C)n(-c4ccccc4)c3=O)cc2)c(=O)n(-c2ccccc2)n1C	4	-2	-1.0	0.4	-0.1	-1.3	1.6	1.0	3.9	2	0
O=C(Cc1ccccc1)N/N=C/c1ccc(OCC(=O)Nc2ccccc2)cc1	-6	2	-0.9	-0.6	-0.7	-0.1	-0.3	0.6	-0.6	-3	3
OCCC1CN(Cc2ccccc2-c2ccco2)CCN1C1CCCC1 (stereo not drawn)	4	-1	-1.8	-1.6	0.7	0.3	2.0	-0.1	2.6	-2	-4
CNC(=O)NC(=O)CSc1ccc(NC(C)=O)cc1	-3	0	-1.4	-1.4	0.5	-1.2	-1.1	-0.7	-0.9	-1	1
Cc1cc(Cl)ccc1N(CC(=O)N=Nc1c(O)[nH]c2ccccc12)S(C)(=O)=O	-7	-1	-1.5	-2.6	-0.9	-0.9	-2.4	0.0	-2.7	-23	5
COc1ccccc1NC(=O)/C(=C/c1ccncc1)NC(=O)c1ccccc1	-6	0	-0.5	-1.2	-0.3	-1.9	-2.5	-0.6	-1.9	-3	2
[O-][N+]12CC[N+]([O-])(CC1)c1ccccc12	-2	2	-0.7	-1.8	-0.1	0.1	-0.5	-0.9	-0.7	3	1
O=C(COC(=O)/C=C/c1ccc(F)cc1)NC(=O)NCc1ccccc1	1	0	-1.5	0.8	0.7	-1.2	0.2	-0.1	-0.6	8	2
Cc1nn(CC(=O)Nc2ccccc2)c(=O)c2ccccc12	0	-2	-0.8	0.3	-0.7	1.6	-2.3	-0.3	-0.1	6	-4
Cc1ccc(C(=O)Nc2cc(Cl)ccc2-n2cncn2)o1	-5	5	1.2*	-0.2	0.9	-2.7	1.2	1.5	4.3	2	-19
COc1ccc(NC(=O)CN2CCN(CC(=O)Nc3ccc(OC)cc3)CC2)cc1	-2	6	-0.9	0.4	-0.6	-1.9	0.8	0.1	-1.2	-1	-5
CC(C)(C)c1cc(CCC(=O)NCCc2ccccn2)cc(C(C)(C)C)c1O	1	-1	-1.6	1.0	0.5	0.3	-0.9	-1.4	-1.3	4	-2
CN1CCN(C(=S)NC(=O)c2ccc(Br)cc2)CC1	-4	-2	0.1	2.0	-0.2	-0.8	3.1	.	2.6	3	3
CSc1nnc(NC(=O)c2ccc(S(=O)(=O)N3CCOCC3)cc2)s1	-6	0	-0.9	1.0	2.9	0.5	0.9	1.6	-2.2	-7	-3
CN1Cc2nnn(CC3CCCCC3)c2-c2ccccc2S1(=O)=O	-5	8.2*	-1.4	.	-0.2	.	-2.8	.	-2.9	6	3
Cc1onc(-c2ccccc2)c1C(=O)N(Cc1ccco1)Cc1cccs1	3	-2	-1.8	-0.6	-1.5	1.0	1.8	-0.5	-2.9	-7	1
